Assay outcomes as filed in PubChem BioAssay.
BLM helicase inh: Bloom syndrome helicase (human) inhibition. Potency, µM (titrated, usually from 56.1 µM), inactives show top-dose activity change, negative = inhibition, usual class: inhibitors. P54132. actives 0.2% (n = 350,000). recombinant BLM DNA unwinding, fluorescence dequenching;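 further: potency means the concentration at half of the fitted maximal effect; plate controls were vehicle for no effect and no enzyme for full effect; nearly all actives have a fitted effect of over 35% in size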
Pol kappa inh: DNA polymerase kappa (human) inhibition | Q9UBT6 | purified Pol kappa, fluorescent DNA synthesis assay, 10 min | Potency, µM (titrated, usually from 107 µM), inactives show at the highest dose activity, negative = inhibition, hits mostly inhibitors | actives 0.53% (n = 400,000) | AID 588579; further: potency means the concentration at half of the fitted maximal effect; on the % scale 0 is the no-effect control and ±100 the full control effect
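Inhibition of 10 nM Pol kappa is measured by a fluorescent read-out at 0 and 10 min following addition of 50 nM substrate (final), with a 15-min room-temperature compound preincubation.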
RXFP1 antagonist: RXFP1 (human) relaxin receptor antagonism. HEK293-RXFP1, relaxin-stimulated cAMP HTRF, 30 min; active compounds read low. activity change, negative = inhibition, % at 57.5 µM. actives 0.59% (n = 350,000);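 active means activity change of -60% or lower, but not beyond a set lower limit; inconclusive means change between -60% and -40%, or beyond the set limit; inactive means change above -40%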; further: on the % scale 0 is the no-effect control and ±100 the full control effect
Pol eta inh: DNA polymerase eta (human) inhibition. recombinant Pol eta, fluorescent DNA replication assay. Potency, µM (doses to about 114 µM), inactives show at the highest dose activity change, negative = inhibition, actives largely listed as inhibitors. actives 1.2% (n = 390,000). AID 588591; further: potency means the concentration at half of the fitted maximal effect; on the % scale 0 is the no-effect control and ±100 the full control effect
Target sequence (Q9Y253 whole entry, looked up): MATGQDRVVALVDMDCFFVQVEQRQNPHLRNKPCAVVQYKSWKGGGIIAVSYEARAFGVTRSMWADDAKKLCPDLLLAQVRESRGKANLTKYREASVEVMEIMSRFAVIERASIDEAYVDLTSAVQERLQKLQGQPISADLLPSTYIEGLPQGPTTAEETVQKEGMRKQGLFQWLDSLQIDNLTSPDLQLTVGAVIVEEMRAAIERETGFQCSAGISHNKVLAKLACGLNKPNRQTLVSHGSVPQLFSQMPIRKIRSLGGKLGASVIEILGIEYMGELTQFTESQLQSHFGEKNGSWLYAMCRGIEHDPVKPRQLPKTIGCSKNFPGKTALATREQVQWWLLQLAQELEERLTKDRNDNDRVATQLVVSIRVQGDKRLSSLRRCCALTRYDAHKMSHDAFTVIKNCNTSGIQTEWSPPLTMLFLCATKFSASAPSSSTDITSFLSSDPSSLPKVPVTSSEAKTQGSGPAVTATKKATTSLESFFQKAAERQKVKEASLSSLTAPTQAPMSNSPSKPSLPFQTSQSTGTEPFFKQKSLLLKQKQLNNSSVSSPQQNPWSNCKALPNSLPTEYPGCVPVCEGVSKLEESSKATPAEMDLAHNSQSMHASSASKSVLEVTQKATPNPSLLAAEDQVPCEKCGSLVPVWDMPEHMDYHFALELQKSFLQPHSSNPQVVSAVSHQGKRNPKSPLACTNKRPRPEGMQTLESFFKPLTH
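Fluorescent replication assay: 50 nM final substrate added after a 15 min room-temperature compound preincubation with 10 nM enzyme. Signal taken at 0 min and again at 10 min.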
POLB inh: inhibitors of human DNA polymerase beta; P06746; Pol beta primer extension/strand displacement, fluorescence kinetic; actives 1.3% (n = 340,000); AID 485314; Potency, µM (series often up to 114 µM), for the others: at the top dose activity change, negative = inhibition, actives largely listed as inhibitors; further: potency means the concentration at half of the fitted maximal effect; on the % scale 0 is the no-effect control and ±100 the full control effect
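Preincubation: enzyme (10 nM) with compound, 15 min, RT. Reaction: substrate added to 50 nM final. Reads: 0 and 10 min. Analysis: normalized, Hill fit.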
APEX1 inh: blocks human APE1 abasic DNA cleavage | P27695 | recombinant APE1, TAMRA/BHQ-2 abasic DNA cleavage fluorescence | Potency, µM (doses to about 65.8 µM), for inactives: at the highest dose activity change, negative = inhibition, most hits filed as inhibitors | actives 0.35% (n = 350,000);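 further: potency means the concentration at half of the fitted maximal effect; plate controls were vehicle for no effect and reference inhibitor for full effect; nearly all actives have a fitted effect of over 55% in size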
Target sequence (P27695 whole entry, looked up): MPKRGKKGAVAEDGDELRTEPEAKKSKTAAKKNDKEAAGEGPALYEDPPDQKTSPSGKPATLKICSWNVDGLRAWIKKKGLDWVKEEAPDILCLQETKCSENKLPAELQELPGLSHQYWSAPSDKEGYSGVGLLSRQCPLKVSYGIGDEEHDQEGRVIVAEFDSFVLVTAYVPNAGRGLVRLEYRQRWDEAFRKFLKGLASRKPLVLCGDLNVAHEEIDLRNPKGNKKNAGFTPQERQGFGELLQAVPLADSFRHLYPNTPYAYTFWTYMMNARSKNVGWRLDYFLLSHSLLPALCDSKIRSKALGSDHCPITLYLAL
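Readout is kinetic fluorescence (ex 525, em 598 nm) from cleavage of 50 nM TAMRA/BHQ-2 THF abasic duplex by 0.75 nM APE1, compound added 15 min beforehand at RT.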
PGK inhibitor: blocks T. brucei phosphoglycerate kinase | PGK/GAPDH coupled, Kinase-Glo luminescence, 60 min | Potency, µM (doses to about 57.5 µM), inactives show at the highest dose activity change, negative = inhibition, most hits filed as inhibitors | actives 0.043% (n = 380,000); further: potency means the concentration at half of the fitted maximal effect; on the % scale 0 is the no-effect control and ±100 the full control effect; nearly all actives have a fitted effect of over 60% in size
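Luminescent ATP detection (Kinase-Glo Plus) follows a 60-minute room-temperature incubation, with wells lacking PGK as controls. Buffer: 100 mM TEA (pH 7.6), 5 mM MgCl2, 0.01% Tween-20. Coupling enzyme GAPDH (100 nM final) supplies unstable 1,3-BPG in-well.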
Apoferritin bind: binds horse apoferritin like a general anesthetic; P02791; apoferritin/1-aminoanthracene competitive binding, fluorescence; Potency, µM (series often up to 77.5 µM), for inactives: top-dose activity change, negative = displacement, actives largely listed as inhibitors; actives 0.074% (n = 350,000); AID 485281; further: potency means the concentration at half of the fitted maximal effect; on the % scale 0 is the no-effect control and ±100 the full control effect; nearly all actives have a fitted effect of over 20% in size
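In PBS, apoferritin at 10 uM is loaded with 1-AMA from a 50% saturated solution. After 10 min of compound exposure at ambient temperature, reduced 535 nm fluorescence indicates probe displacement.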
Pol iota inh: DNA polymerase iota (human) inhibition; Q9UNA4; Potency, µM (titrated, usually from 115 µM), inactives show top-dose activity, negative = inhibition, usual class: inhibitors; actives 1% (n = 390,000); Pol iota fluorescent replication assay, 10 min; further: potency means the concentration at half of the fitted maximal effect
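Fluorescent replication assay read twice, at 0 min and 10 min after adding 50 nM (final) substrate. Enzyme (10 nM) and compounds were first incubated 15 min at room temperature; enzyme-free buffer wells were negative controls.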
Numbers without * were called inactive; i = inactive; ? = inconclusive; nt = not tested or not shown; & = joins results of further samples; [ ] = another dose, or the depositor's remark. Unless noted, the call rests on the fitted dose curve; in most records, active means well fitted curve in the direction sought with a large enough effect; inconclusive means small, poorly fitted or top-dose-only effect, or another doubt; inactive means no such curve, though single readings can be large; an effect the other way counts as inactive or inconclusive.

Results follow in this order: Pol iota inh	Apoferritin bind	RXFP1 antagonist	Pol kappa inh	POLB inh	Pol eta inh	BLM helicase inh	APEX1 inh	PGK inhibitor
O=C(CCNC(=O)c1ccccc1)NNC(=O)COc1ccccc1Cl
    -12.7%	nt	-0.7	-1.8%	nt	-10.0%	nt	-1.1%	-5.3%
Cc1ccc(C(=O)C(C)OC(=O)CCN2C(=O)C3C4C=CC(C5CC45)C3C2=O)cc1 (stereo not given)
    28.6%	?	-5.4	-10.2%	5.8%	-5.2%	-0.7%	7.6%	-7.8%
COc1ccccc1Nc1nnc(SCC(=O)Nc2cc(C)on2)s1
    ?	-2.9%	1.6	6.2%	?	?	-14.6%	-1.2%	-0.3%
NS(=O)(=O)c1ccc(N=Nc2c(O)c(C(=O)O)cc3ccccc23)cc1
    ?	-15.8%	?	-8.7%	35.5µM*	39.8µM*	-13.3%	-6.6%	-7.9%
O=C(c1cc2cc(Br)ccc2oc1=O)N1CCN(c2ccccn2)CC1
    -13.8%[58.9 µM]	-15.3%	-4.9	-18.4%	16.3%	-8.7%	-3.7%	0.2%	-2.8%
O=C(COC(=O)c1ccc([N+](=O)[O-])s1)Nc1ccc(Cl)cn1
    ?	3.1%	2.2	-24.5%	?	-14.2%	-17.8%	12.7%	3.2%
Cc1nccn1-c1ccc(C=O)cc1
    18.0%	-3.2%	4.6	-5.5%	17.2%	-22.5%	-3.2%	-2.3%	6.6%
COC(=O)[C@@H]1C[C@@]2(O)[C@@H](O)[C@@H](O)[C@@H](O)C[C@H]2N1Cc1ccc(-c2ccccc2)cc1
    -10.3%	-1.8%&-1.4%	nt	2.2%	-11.5%	-11.0%	3.9%&2.7%	-4.0%&0.2%	i
N#Cc1cnc(Sc2ccccc2)nc1
    145.0%[activator]	-9.3%	-14.0	2.1%	2.2%	-16.0%	-8.4%	-0.2%	-0.5%
C=CCn1c(C)cc(C(=O)CSc2nc3ccccc3[nH]2)c1C
    9.4%	?	4.6	-8.1%	0.3%	-15.7%	-3.9%	-2.9%	-9.1%
Cc1ccccc1NC(=O)CN1CCN(C)CC1
    111.6%[activator]	-3.7%	-8.8	2.8%	-1.3%	-13.7%	1.8%	50.5%	-0.1%
O=[N+]([O-])c1ccc2c(c1)ncn2-c1ccccc1
    11.7%	-0.1%	17.7	-15.0%	1.4%	-13.7%	-3.8%	-5.9%	-2.4%
C=CCN1C(=O)CSc2ccc(C(=O)NC3CCCCC3)cc21
    25.0%	-10.0%	10.2	-7.2%	22.8%	-0.8%	-3.4%	16.3%	i
COc1cc(NC(=O)Nc2c[nH]c(=O)[nH]c2=O)cc(OC)c1OC
    14.4%	-5.7%	-4.2	-13.7%	0.8%	-27.1%	-6.5%	nt	9.9%
CCC(C(=O)Nc1cccnc1Cl)c1ccccc1 (stereo not given)
    -17.3%	-10.7%	1.6	-9.0%	-1.1%	-0.1%	-2.3%	-4.1%	0.2%
CCN(CC)c1ccc(NC(=O)CCNC(=O)c2ccco2)cc1
    27.4%	-9.6%	-3.0	-6.6%	40.2%	-4.5%	4.0%	12.5%	7.5%
Cc1nc(-c2ccc(S(=O)(=O)Nc3cccc(S(N)(=O)=O)c3)s2)cs1
    ?	-1.3%	5.3	-1.3%	-20.6%	-8.7%	2.3%	-4.0%	-5.1%
CN1c2cc(Cl)ccc2-c2nc(SCC(=O)Nc3ccc(F)cc3F)ncc2S1(=O)=O
    -13.6%	7.5%	0.6	1.5%	9.5%	6.0%	-1.5%	nt	-7.8%
O=C(NC1CC1)C1CCN(C(=O)c2ccccc2Cl)CC1
    6.5%	-2.2%	-6.4	4.2%	1.3%	-17.5%	-0.4%	30.0%[12.4 µM]	4.8%
Cc1ccccc1OCCC(=O)OCC(=O)Nc1ccc2[nH]c(=O)[nH]c2c1
    22.6%	nt	-13.3	-2.0%	nt	-3.9%	nt	13.4%	i
Nc1nnc(CCc2ccccc2)s1
    11.0%	?	14.7	-6.3%	0.5%	3.1%	-6.7%	0.7%	i
COc1cccc(OC)c1C(=O)N1CCN(c2c(Cc3ccccc3)c(C)nc3ncnn23)CC1
    -3.9%[58.9 µM]	-14.9%	-3.6	-3.2%	-2.4%	-11.3%	-4.7%	0.7%	-3.0%
COc1ccc(CC(=O)N2CCCC2)c(OC)c1
    -1.9%	-6.2%	-12.8	-1.5%	68.0%	-9.0%	-0.8%	4.0%	-6.8%
CC(=NCCc1ccccc1)C1=C(O)CSC1=O
    -13.8%	-7.3%	-2.2	-11.5%	0.8%	-10.1%	-0.1%	-3.0%	-6.3%
CS(=O)(=O)N(CC(=O)NCc1ccccc1Cl)c1cccc([N+](=O)[O-])c1
    25.1%	-12.9%	2.7	-5.3%	-1.8%	-24.6%	10.0%	0.6%	-3.1%
Cc1cnc(C(=O)OCC(=O)N2c3ccccc3NC(=O)C2(C)C)cn1
    11.6%	-8.8%	-3.0	0.5%	56.1%	-9.3%	1.3%	-0.6%	4.1%
CC1CCCC(NC(=O)COC(=O)CCc2ccccc2)C1C (stereo not given)
    -12.0%	?	-5.6	-5.8%	32.7%	-12.3%	-7.2%	10.7%	i
c1ccc2c(c1)nc(NCc1ccc3c(c1)OCO3)n2CCN1CCOCC1
    25.6%	-4.8%	-4.6	-1.2%	-10.7%	1.7%	-13.0%	-2.4%	-1.9%
O=C(NC1CCN(Cc2ccccc2)CC1)c1cccc(S(=O)(=O)Nc2ccc(SC(F)F)cc2)c1
    ?	nt	-27.6	7.3%	nt	-18.2%	nt	11.7%	-4.7%
Cc1ccc(S(=O)(=O)N2CCN(c3nn(C)c(=O)n(C)c3=O)CC2)cc1C
    0.3%	nt	1.9	-4.6%	nt	1.1%	nt	-5.5%	1.0%
CSCC[C@H](NC(=O)Cc1c(C)c2c(cc(C)c3c(C)coc32)oc1=O)C(=O)O
    31.0%[activator]	4.7%	-7.4	-9.3%	-1.0%	-7.2%	-3.0%	13.8%	2.1%
CCc1nc2nc(C)c(NS(=O)(=O)c3ccc(C)cc3)c(=O)n2[nH]1
    -1.6%	4.0%	-6.5	-12.6%	48.4%[activator]	-14.3%	-6.2%	nt	18.6%
CCc1cc(C(=O)NNC(=S)Nc2ccccc2C)cs1
    -0.6%	-8.4%	0.7	-1.8%	31.2%	-7.8%	4.0%	?	-1.8%
Cc1ccc(-c2cc(C(=O)N/N=C/c3c(C)nn(C)c3C)c3ccccc3n2)c(C)c1
    0.6%	-1.3%	11.5	-12.5%	4.1%	-5.7%	-7.5%	0.8%	-4.1%
Cn1nc(C(F)(F)F)c(C(=O)Nc2ccc(F)cc2)c1Cl
    89.8%[activator]	-1.7%	-3.6	9.4%	-2.4%	-6.8%	-3.7%	-2.2%	-0.5%
COc1cccc(Nc2nc3ccccc3nc2NS(=O)(=O)c2cccs2)c1
    ?	0.8%	-2.4	-25.3%	2.4%	0.9%	-6.3%	-3.7%	-1.5%
CCNC(=O)COC(=O)COc1ccc(Cl)cc1C
    11.5%	-12.0%	-16.2	-8.2%	22.8%	2.3%	-2.7%	-3.9%	-2.6%
COc1cc(/C=C2\SC(=S)N(CCC(=O)Nc3ccccc3O)C2=O)cc(OC)c1OC
    -4.2%	-13.7%	5.1	-10.5%	9.9%	-8.8%	-15.4%	-14.4%	i
CCCNC(=O)Nc1cc(C(=O)NCc2cccc(OCC)c2)ccc1N1CCCC1
    13.4%	-8.7%	-2.4	-12.7%[60.1 µM]	10.2%	-22.4%	2.2%	nt	i
O=C(Nc1ccccn1)c1cccc(S(=O)(=O)N2CCc3ccccc3C2)c1
    -4.8%	nt	-11.5	-4.9%	nt	-18.3%	nt	0.7%	-1.0%
O=C(c1ccc(-c2ccccc2)cc1)C1CCCN(C(=O)Cn2cncn2)C1 (stereo not given)
    30.8%[activator]	-13.5%	-2.6	5.9%	0.2%	-14.6%	-3.2%	-1.8%	-2.7%
COc1ccc(S(=O)(=O)N2CCc3ccccc32)cc1C(=O)N(CC(C)C)C1CCS(=O)(=O)C1 (stereo not given)
    -1.0%	nt	-7.1	3.1%	nt	-12.4%	nt	42.0%	-1.3%
CC1=NN(C(N)=S)C(=O)C1N=Nc1c(C)n(C)n(-c2ccccc2)c1=O (stereo not given)
    ?	nt	3.0	-2.8%	nt	-16.6%	nt	nt	0.9%
COc1cc2c(cc1OC)C(c1cccc(Br)c1)NC(=O)C2 (stereo not given)
    4.5%	-10.0%	4.5	-12.3%	-12.9%	-1.0%	-6.7%	15.1%	4.9%
CCC(C(=O)NCCN1CCOCC1)n1c2ccccc2c2nc(=O)cc(C)n21 (stereo not given)
    29.8%	-7.5%	2.4	-9.3%	-9.3%	-9.1%	1.1%	15.4%	i
Cc1cc(/C=N/NC(=O)c2cccc(N(C)C)c2)c(C)n1-c1cc(C(=O)O)cc(C(=O)O)c1
    10µM*	-4.6%	-16.2	31.6µM*	17.8µM*	20µM*	4.0%	28.2µM*	-17.1%
Cc1ccccc1C(=O)N1CCC(c2nc(-c3ccc(S(=O)(=O)N4CCCC4)cc3)no2)CC1
    5.1%	-9.4%	6.9	-8.5%	4.1%	-13.5%	1.6%	nt	i

The list is partial (hit frequency here may not be typical).
